Bioassay records from PubChem BioAssay.
PI4K2A block: PI4K2A (human) kinase inhibition; hit rate 0.13% among 420,000; AID 1346378; Q9BTU6; activity change, negative = inhibition, % at 76.9 µM; purified PI4K2A, ADP-Glo luminescence, 1 h; active compounds read low; in the data active = activity change below about -50%; inconclusive = mostly about -30% to -49%;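 also: -100% = wells without enzyme as full effect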
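PI4K2A activity was measured by ADP-Glo luminescence: enzyme (4 ug/mL stock) and phosphatidylinositol (1.2 mM stock) in Tris pH 7.5/MgCl2/EGTA/Triton X-100 buffer were reacted with ATP (300 microM stock) for one hour at ambient temperature.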
G9a block: blocks human histone lysine methyltransferase G9a; G9a H3K9 monomethylation, AlphaScreen, 2 h; Potency, µM (doses to about 102 µM), without a hit: at the top dose activity, negative = inhibition, most hits filed as inhibitors; hit rate 8.8% among 350,000; also: potency is read from the fitted curve at half-maximal effect; % is scaled to controls: 0 for no effect and ±100 for the full control effect; nearly all actives have a fitted effect of over 75% in size
Target sequence (Q96KQ7 913-1193 limits assumed): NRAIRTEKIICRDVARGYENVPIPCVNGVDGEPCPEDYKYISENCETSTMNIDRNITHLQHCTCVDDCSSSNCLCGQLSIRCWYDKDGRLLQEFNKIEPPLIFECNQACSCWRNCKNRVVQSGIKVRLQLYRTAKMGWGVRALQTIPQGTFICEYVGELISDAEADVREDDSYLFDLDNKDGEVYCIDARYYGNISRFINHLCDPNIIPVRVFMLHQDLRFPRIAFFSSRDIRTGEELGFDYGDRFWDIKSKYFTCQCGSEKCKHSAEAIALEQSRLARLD
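Quantitative HTS format: methyltransferase activity on a biotin-tagged H3K9 peptide is measured by AlphaScreen, using a rabbit anti-monomethyl-H3K9 antibody with streptavidin donor and anti-IgG acceptor beads. Final levels are 20 nM enzyme, 500 nM peptide, 20 uM SAM; 2 h RT.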
BAZ2B block: blocks human BAZ2B | AlphaScreen BAZ2B-H3K14Ac peptide displacement | hit rate 4.4% among 360,000 | Potency, µM (highest dose often 114 µM), inactives show at the highest dose activity change, negative = inhibition, actives largely listed as inhibitors; also: potency is read from the fitted curve at half-maximal effect; % is scaled to controls: 0 for no effect and ±100 for the full control effect; nearly all actives have a fitted effect of over 60% in size
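Multi-concentration screen (max 110 uM) measuring displacement of acetylated histone H3 peptide from BAZ2B by AlphaScreen, using 50 nM protein, 50 nM peptide and 10 ug/mL streptavidin donor plus Ni-chelate acceptor beads.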
RGS4 inh: blocks human RGS4-accelerated GTP hydrolysis. Potency, µM (titrated, usually from 114 µM), for the others: at the top dose activity change, negative = inhibition, actives largely listed as inhibitors. AID 504845. Transcreener GDP fluorescence polarization, RGS4-accelerated GTP hydrolysis. hit rate 0.039% among 390,000; also: potency is read from the fitted curve at half-maximal effect; % is scaled to controls: 0 for no effect and ±100 for the full control effect; nearly all actives have a fitted effect of over 75% in size; some results filed as inactive show a strong effect at the top dose
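MLSMR compounds (23 nl, pin-transferred) preincubated 10 min at room temperature with a 500nM (2x) first reagent, then RGS4 at 900nM (2x) plus Transcreener GDP mix added; fluorescence polarization (620/688 nm) read before and after 90 min at 30 °C.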
HP1b chromo inh: HP1-beta chromodomain-methylated histone interaction inhibition; hit rate 0.56% among 390,000; P83916; Potency, µM (doses to about 114 µM), inactives show top-dose activity change, negative = inhibition, hits mostly inhibitors; AID 540317; AlphaScreen HP1-beta / biotin-H3K9me3 peptide binding; also: potency is read from the fitted curve at half-maximal effect; nearly all actives have a fitted effect of over 70% in size; inactives centre near 23
Target sequence (P83916 whole entry, looked up): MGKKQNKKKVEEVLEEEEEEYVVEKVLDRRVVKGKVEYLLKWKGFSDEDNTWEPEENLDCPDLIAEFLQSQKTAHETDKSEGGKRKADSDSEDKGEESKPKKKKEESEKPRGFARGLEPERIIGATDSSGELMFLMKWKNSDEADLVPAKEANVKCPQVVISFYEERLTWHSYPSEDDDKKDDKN
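HP1-beta protein (50 nM final) preincubated 30 min at room temperature with biotinylated H3(1-18)K9me3 peptide (50 nM) in PBS pH 7.4, 0.01% Tween-20, then compound added for 30 min. AlphaScreen streptavidin donor/nickel chelate acceptor beads (10 ug/mL final), 30 min dark, luminescence read.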
JMJD2A Tudor: blocks the human JMJD2A Tudor domain; O75164; AlphaScreen JMJD2A-Tudor / H3K4me3 peptide binding; Potency, µM (titrated, usually from 114 µM), inactives show at the highest dose activity change, negative = inhibition, most hits filed as inhibitors; hit rate 4.4% among 390,000; AID 504339; also: potency is read from the fitted curve at half-maximal effect; % is scaled to controls: 0 for no effect and ±100 for the full control effect; nearly all actives have a fitted effect of over 50% in size
ERG Ets-DNA blk: blocks human ERG Ets domain binding to DNA | Potency, µM (highest dose often 76.9 µM), inactives show at the highest dose FP activity, negative = inhibition, usual class: inhibitors | AID 624246 | hit rate 0.028% among 370,000 | fluorescence polarization, His-ERG Ets domain / labelled DNA | P11308; active = well fitted inhibition curve with a large enough effect in the polarisation, with a control signal flat; inconclusive = small, poorly fitted or top-dose-only effect, or effect the other way, or a change in a side signal; inactive = no such curve, though single readings can be large or run the other way; the % refers to the polarisation;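 also: polarization taken with two DNA probes labelled with fluorescein and Texas red; potency is read from the fitted curve at half-maximal effect; % of control where 0% means no effect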
Target sequence (P11308 whole entry, looked up, the tested form may be a part): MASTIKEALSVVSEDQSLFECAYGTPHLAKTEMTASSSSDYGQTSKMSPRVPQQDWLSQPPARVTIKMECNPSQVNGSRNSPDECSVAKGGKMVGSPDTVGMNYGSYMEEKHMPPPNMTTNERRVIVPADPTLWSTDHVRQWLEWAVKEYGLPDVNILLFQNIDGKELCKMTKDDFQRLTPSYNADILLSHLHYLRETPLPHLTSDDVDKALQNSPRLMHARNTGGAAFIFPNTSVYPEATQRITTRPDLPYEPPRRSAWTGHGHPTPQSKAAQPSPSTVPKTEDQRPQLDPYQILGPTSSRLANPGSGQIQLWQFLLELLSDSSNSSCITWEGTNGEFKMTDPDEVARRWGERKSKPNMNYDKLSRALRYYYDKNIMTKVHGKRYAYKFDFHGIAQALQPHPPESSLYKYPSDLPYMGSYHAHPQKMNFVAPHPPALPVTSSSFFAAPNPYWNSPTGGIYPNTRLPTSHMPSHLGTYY
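His-tagged ERG Ets domain (1 uM in the protein solution; 300mM KCl, 50mM Tris-HCl, 1mM EDTA, 1mM DTT, pH 7.5) received compound, then a probe mix of 5 nM fluorescein-DNA and 100nM Texas-615-DNA. Fluorescence polarization was read for both dyes.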
12-LOX inh: ALOX12 (human) lipoxygenase inhibition; purified 12hLO, xylenol orange hydroperoxide absorbance; P18054; Potency, µM (highest dose often 108 µM), for the others: top-dose activity change, negative = inhibition, usual class: inhibitors; hit rate 1.1% among 580,000; also: potency is read from the fitted curve at half-maximal effect; % is scaled to controls: 0 for no effect and ±100 for the full control effect
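Purified human 12hLO at 150 nM in 25 mM Hepes, 0.01% Triton X-100, pH 7.0, preincubated 15 min at room temperature with compound. Reaction started with 40 uM arachidonic acid, 30 min at room temperature. Hydroperoxide measured by Fe-xylenol orange, 573/405 nm absorbance ratio.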
GLS inhibitor: glutaminase GLS (human) inhibition; GLS enzymatic activity, qHTS titration; Potency, µM (titrated, usually from 45.5 µM), for inactives: at the highest dose activity change, negative = inhibition, usual class: inhibitors; hit rate 0.21% among 410,000; also: potency is read from the fitted curve at half-maximal effect; % is scaled to controls: 0 for no effect and ±100 for the full control effect
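Glutamate formation by hKGA was monitored fluorometrically using coupled glutamate oxidase, HRP and Amplex Red. Substrate was added as 1 mM L-glutamine solution; incubation was 30 min at RT after an initial read.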
Starred values were filed as active, the others as inactive; ? = inconclusive; . = not tested or not shown; & = joins results of further samples; [ ] = dose if it differs, or a comment. Unless noted, calls follow the shape of the dose curve; as a rule, active = well fitted curve in the direction sought with a large enough effect; inconclusive = small, poorly fitted or top-dose-only effect, or another doubt; inactive = no such curve, though single readings can be large; an effect the other way counts as inactive or inconclusive. This is a subset, so the mix of outcomes need not match the whole.

Structure,PI4K2A block,G9a block,BAZ2B block,RGS4 inh,HP1b chromo inh,JMJD2A Tudor,ERG Ets-DNA blk,12-LOX inh,GLS inhibitor
Cc1cccc(N2C(=O)CSC23C(=O)N(Cc2cccc(F)c2)c2ccccc23)c1 (stereo unspecified),-20,-4%[59 µM],-18%,-2%,24%,-6%,3%,?,3%
COC(=O)c1ccccc1NC(=O)c1cnn2c(C(F)F)cc(C3CC3)nc12,-2,-26%[12.7 µM],33%[activator],21%[11.4 µM],21%,19%[11.4 µM],0%,0%,1%
COc1ccc2c(c1)c1c(c(=O)n(Cc3ccccc3)c(=O)n1CC(=O)Nc1cc(C)cc(C)c1)n2C,1,-1%[59 µM],-10%,4%,14%,-6%,0%,0%,5%
O=C(c1cc(Cl)cc(Cl)c1)N1CCC2CC1c1cc(-c3ccc4c(c3)OCO4)ccc12 (stereo unspecified),0,.,.,3%,32%,-13%,2%,5%,-1%
CCN(CC)c1ccc2c(c1)OC(N)=C(C#N)C2c1cccnc1 (stereo unspecified),-16,?,?,-7%,-2%,-34%,29%,?,-27%
COc1ccc(OCC(=O)C2CC2)c(C#N)c1,6,.,-7%,11%,61%[activator],1%,-12%,12%,-6%
Cc1c(Cl)cccc1-n1ccnc1SCC(=O)O,-5,?,-3%,2%,14%,-19%,4%,-9%,-11%
CCC(C)S(=O)(=O)c1snnc1C (stereo unspecified),-4,?,-4%,35%,26%,-8%,-2%,444%[activator],0%
Cc1cc(C)cc(Oc2nc3ccccn3c(=O)c2/C=C(\C#N)C(=O)NC2CCS(=O)(=O)C2)c1 (stereo unspecified),4,-4%[59 µM],?,-34%,34%,-21%,-1%,0%,0%
O=c1c2ccccc2nc(-c2ccc(Br)cc2)n1Cc1ccccc1,2,52%[activator][59 µM],?,-10%,50%[activator],-8%,.,-8%,-13%
CCCCC(=O)NC(=S)Nc1cc(C(=O)O)ccc1OC,2,1%,-23%,-9%,30%,-5%,-2%,?,9%
COc1ccc(-n2nnnc2C2CCN(S(=O)(=O)c3ccc(C(C)(C)C)cc3)CC2)cc1,-4,-3%[59 µM],1%,10%,6%,-19%,1%,-12%,-4%
Cc1ccc(-c2ccnc(-c3ccc(O)cc3)n2)cc1,-4,7%,4%,-27%,-10%,-20%[57.1 µM],-2%,-29%,6%
CC(C)(C)OC(=O)N1CCC(c2c(C(=O)N3CCN(c4ccccc4F)CC3)cnn2C(C)(C)C)CC1,-4,-29%[59 µM],3%[57.1 µM],5%,19%,-17%,-2%,-22%,-2%
CSc1ncc(C(C)=O)c(C)n1,-2,-4%,-9%,-3%,41%[activator],-4%,6%,11%,2%
O=C(CSc1nc2ccccc2o1)Nc1nncs1,-7,?,-4%,-52%,35%,-19%,-4%,-18%,5%

Just G9a block (2 entries from above):
SMILES | G9a block
Cc1ccc(-c2ccnc(-c3ccc(O)cc3)n2)cc1 | 7%
CC(C)(C)OC(=O)N1CCC(c2c(C(=O)N3CCN(c4ccccc4F)CC3)cnn2C(C)(C)C)CC1 | -29%[59 µM]

Next compounds.
Structure,PI4K2A block,G9a block,BAZ2B block,RGS4 inh,HP1b chromo inh,JMJD2A Tudor,ERG Ets-DNA blk,12-LOX inh,GLS inhibitor
CCOc1ccc(CNCc2c(C(=O)O)n(Cc3ccccc3F)c3cc(OC)ccc23)cc1,-1,-24%[59 µM],-33%,0%,-2%,-35%,-7%,-2%,-2%
CC(C)CCn1c(CN2CC(C)OC(C)C2)nc2c1c(=O)n(C)c(=O)n2C (stereo unspecified),1,.,-4%,10%,33%,-6%,-2%,4%,-2%
Fc1ccc(Nc2ncnc3onc(-c4ccc(Cl)cc4)c23)cc1Cl,-2,27%[59 µM],6%,2%,102%[activator],19%,-2%,10%&-14%,4%
Cn1c(CNC(=O)c2ccco2)nnc1SCC(=O)Nc1cccc(Br)c1,-3,?,4%,-2%,17%,-1%,0%,-6%,-8%
COc1ccc(C(c2c(NC(=O)c3ccco3)sc(C)c2C)N2CCOCC2)cc1OC (stereo unspecified),7,?,?,10%,-9%,?,9%,-25%,-8%
Cc1nc(-c2ccc(S(=O)(=O)N3CCOCC3)cc2)cs1,-3,.,-3%,-26%,16%,1%,-2%,-18%,5%
O=C(CN1C(=O)c2cccnc2Sc2ccccc21)Nc1cc(F)ccc1F,-4,2%[59 µM],-12%,-3%,-18%,-19%,-1%,1%,-5%
C=CCNC(=O)CSc1nc2ccccc2c(=O)n1CCc1ccc(OC)c(OC)c1,5,7%,-5%,-9%,50%[activator],-17%,5%,4%,-14%
CCOC(=O)C(=O)NCC(c1cccs1)S(=O)(=O)c1ccc(Cl)cc1 (stereo unspecified),0,41%,-13%[57.1 µM],18%,14%,-1%,2%,-24%,-11%
COc1cc(CNn2cnnc2)ccc1OCC(=O)NC(C)(C)C,-2,9%[59 µM],1%,6%,15%,-19%,-2%,2%,-4%
O=C(c1ccccc1)c1cc(Cl)ccc1N1C(=O)C=CC1=O,9,1.8µM*,79µM*,?,10µM*,18µM*,4%,7.9µM*,?
COc1cc(Cl)c(C)cc1Nc1nc2ccccc2nc1NS(=O)(=O)c1ccccc1,-8,-6%[59 µM],-1%,-13%,54%[activator],-23%,-10%,-25%,1%
O=C(NC1CC1)C1=C[C@H](c2csc3ccccc23)C[C@H](OCCCCO)O1,-4,15%[59 µM],-16%,12%,17%,-17%,-3%,-7%,16%
CC(C)CCC1=NN(C(=O)c2ccco2)C(O)(C(F)(F)F)C1 (stereo unspecified),2,.,0%,-9%,32%,-2%,-2%,4%,-1%
CN(C)c1ccc(C(=O)NCc2ccc3c(c2)CCN3C(=O)c2ccccc2)cc1,-7,40%[59 µM],10%,-1%,10%,?,-2%,-3%,-20%
CC(C)(C)c1ccc(S(=O)(=O)N2CCN(C(=O)c3ccc4c(c3)C(=O)N(Cc3ccncc3)C4=O)CC2)cc1,-3,-10%,2%,19%,4%,-11%,6%,23%,5%
COc1ccc(-c2noc(-c3ccccc3-c3ccccc3)n2)cc1OC,4,3%,9%,-8%,66%[activator],26%,6%,21%,-15%
CC(C)(C)C(=O)Cn1ncc(N2CCCC2)c(Br)c1=O,-1,-3%,-5%,11%,35%,6%,-3%,0%,-6%
CCOc1ccc(OCC)c(NC(=O)c2cc(S(=O)(=O)N3CCc4ccccc43)cn2C)c1,-1,2%[59 µM],1%,5%,32%,-8%,-6%,-24%,0%
C[C@H](CO)N1C[C@H](C)[C@@H](CN(C)S(=O)(=O)c2cccs2)Oc2ccc(NC(=O)Nc3ccc(C(F)(F)F)cc3)cc2C1=O,3,.,.,-13%,34%,-26%,4%,?,-10%
Cc1sc(C(=O)NCc2cccnc2)c2nc(C)n(CC(=O)NCc3cccnc3)c(=O)c12,9,8%[12.7 µM],-10%,7%,27%,1%,5%,13%,0%
CC(NC(=O)CSc1nc(C2CC2)n(-c2ccccc2)n1)c1ccco1 (stereo unspecified),-14,-7%[12.7 µM],-34%,6%,12%,-24%,-3%,25%,6%
O=C(O)C1CCCCC1C(=O)NCCCN1CCCC1=O (stereo unspecified),0,36%,10%,-25%,57%[activator],-1%,5%,6%,-5%
O=C(NC(CO)(CO)CO)c1coc(=O)c(Br)c1,2,27%[2.33 µM],5%,19%,19%,-7%,-5%,5%,1%

Not a retest: 2 of the compounds above.
Structure,PI4K2A block,G9a block,BAZ2B block,RGS4 inh,HP1b chromo inh,JMJD2A Tudor,ERG Ets-DNA blk,12-LOX inh,GLS inhibitor
COc1ccc(-c2noc(-c3ccccc3-c3ccccc3)n2)cc1OC,4,3%,9%,-8%,66%[activator],26%,6%,21%,-15%
CC(C)(C)C(=O)Cn1ncc(N2CCCC2)c(Br)c1=O,-1,-3%,-5%,11%,35%,6%,-3%,0%,-6%

New compounds follow
Structure,PI4K2A block,G9a block,BAZ2B block,RGS4 inh,HP1b chromo inh,JMJD2A Tudor,ERG Ets-DNA blk,12-LOX inh,GLS inhibitor
NC(=O)c1sc2nc(N3CCCCC3)c3c(c2c1N)CCCC3,1,35µM*,?,22%,29%,-13%,4%,0%,3%
Cc1nnc(C)n1/N=C/c1ccccn1,-3,5%,-1%,-2%,39%[activator],3%,-3%,5%,-8%
CC1(C)Oc2ccc3ccc(=O)oc3c2C(/C=N/O)C1=O (stereo unspecified),-3,9%[59 µM],-22%,26%,28%,-5%,0%,-4%,-1%
C#CCOCCOCCOCCNc1nc(N2CCN(C(=O)[C@H](CCCCN)n3cc(CC(C)O)nn3)CC2)nc(N2CCN(C(=O)[C@H](Cc3ccc(O)cc3)n3cc(CCO)nn3)CC2)n1 (stereo partly specified),1,.,.,17%,14%,-22%,2%,-16%,9%
NNc1cc(C(=O)O)ccc1Cl,-2,.,?,?,?,25µM*,2%,-24%,-24%
